# High-throughput results deposited in PubChem BioAssay by National Center for Advancing Translational Sciences (NCATS).
# HP1b chromo inh = HTS for Inhibitors of HP1-beta Chromodomain Interactions with Methylated Histone Tails. Chromobox protein homolog 1 (Homo sapiens), P83916. AlphaScreen HP1-beta / biotin-H3K9me3 peptide binding. Potency, µM (titrated, usually from 114 µM), for the others: at the top dose activity change, negative = inhibition, most hits filed as inhibitors. hit rate 0.56% among 390,000; further: nearly all actives have a fitted effect of over 70% in size; inactives centre near 23
#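 HP1-beta protein (50 nM final) preincubated 30 min at room temperature with biotinylated H3(1-18)K9me3 peptide (50 nM) in PBS pH 7.4, 0.01% Tween-20, then compound added for 30 min. AlphaScreen streptavidin donor/nickel chelate acceptor beads (10 ug/mL final), 30 min dark, luminescence read.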
# PGK inhibitor = qHTS Assay to Find Inhibitors of Phosphoglycerate Kinase; PGK/GAPDH coupled, Kinase-Glo luminescence, 60 min; Potency, µM (titrated, usually from 57.5 µM), without a hit: at the top dose activity change, negative = inhibition, usual class: inhibitors; hit rate 0.043% among 380,000; further: on the % scale 0 is the no-effect control and ±100 the full control effect; nearly all actives have a fitted effect of over 60% in size
#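 Luminescent ATP detection (Kinase-Glo Plus) follows a 60-minute room-temperature incubation, with wells lacking PGK as controls. Buffer: 100 mM TEA (pH 7.6), 5 mM MgCl2, 0.01% Tween-20. Coupling enzyme GAPDH (100 nM final) supplies unstable 1,3-BPG in-well.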
# BAZ2B block = qHTS Assay for Inhibitors of BAZ2B; Potency, µM (highest dose often 114 µM), without a hit: at the highest dose activity change, negative = inhibition, hits mostly inhibitors; hit rate 4.4% among 360,000; AID 504333, 2011; AlphaScreen BAZ2B-H3K14Ac peptide displacement; Bromodomain adjacent to zinc finger domain protein 2B (Homo sapiens), Q9UIF8; further: on the % scale 0 is the no-effect control and ±100 the full control effect; nearly all actives have a fitted effect of over 60% in size
#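 Multi-concentration screen (max 110 uM) measuring displacement of acetylated histone H3 peptide from BAZ2B by AlphaScreen, using 50 nM protein, 50 nM peptide and 10 ug/mL streptavidin donor plus Ni-chelate acceptor beads.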
# BLM inh = qHTS Assay for Inhibitors of Bloom's syndrome helicase (BLM); recombinant BLM DNA unwinding, fluorescence dequenching; Potency, µM (top dose mostly 56.1 µM), inactives show at the highest dose activity change, negative = inhibition, actives largely listed as inhibitors; hit rate 0.2% among 350,000; AID 2528, 2010;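 further: plate controls were vehicle for no effect and no enzyme for full effect; nearly all actives have a fitted effect of over 35% in size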
# G9a block = qHTS Assay for Inhibitors of Histone Lysine Methyltransferase G9a; Histone-lysine N-methyltransferase EHMT2 (Homo sapiens), Q96KQ7; G9a H3K9 monomethylation, AlphaScreen, 2 h; Potency, µM (series often up to 102 µM), for the others: at the top dose activity, negative = inhibition, most hits filed as inhibitors; hit rate 8.8% among 350,000; AID 504332, 2011; further: on the % scale 0 is the no-effect control and ±100 the full control effect; nearly all actives have a fitted effect of over 75% in size
#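 AlphaScreen detection with an anti-monomethyl H3K9 antibody quantified product after a 2 h room-temperature reaction containing 500 nM biotinylated H3K9 peptide, 20 µM SAM and 20 nM enzyme, which had been preincubated 15 min with compound.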
# JMJD2A Tudor inh = qHTS Assay for Inhibitors of JMJD2A-Tudor Domain | Lysine-specific demethylase 4A (Homo sapiens), O75164 | hit rate 4.4% among 390,000 | AID 504339, 2011 | Potency, µM (titrated, usually from 114 µM), inactives show top-dose activity change, negative = inhibition, usual class: inhibitors | AlphaScreen JMJD2A-Tudor / H3K4me3 peptide binding; further: on the % scale 0 is the no-effect control and ±100 the full control effect; nearly all actives have a fitted effect of over 50% in size
# GLS inh = qHTS for Inhibitors of Glutaminase (GLS) | hit rate 0.21% among 410,000 | AID 624170, 2012 | GLS enzymatic activity, qHTS titration | Potency, µM (top dose mostly 45.5 µM), without a hit: at the top dose activity change, negative = inhibition, usual class: inhibitors | Glutaminase kidney isoform, mitochondrial (Homo sapiens), O94925; further: on the % scale 0 is the no-effect control and ±100 the full control effect
#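 Glutamate formation by hKGA was monitored fluorometrically using coupled glutamate oxidase, HRP and Amplex Red. Substrate was added as 1 mM L-glutamine solution; incubation was 30 min at RT after an initial read.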
# Pol iota inh = qHTS for Inhibitors of Polymerase Iota | DNA polymerase iota (Homo sapiens), Q9UNA4 | Potency, µM (doses to about 115 µM), for the others: at the highest dose activity, negative = inhibition, most hits filed as inhibitors | hit rate 1% among 390,000 | AID 588590, 2011 | Pol iota fluorescent replication assay, 10 min
#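 Pol iota at 10 nM preincubated 15 min with compounds at room temperature; reaction started with fluorescent substrate, 50 nM final. Fluorescence read kinetically at 0 and 10 min; buffer-only wells as negative control.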
# Pin1 inhibitor = qHTS Assay to Find Inhibitors of Pin1 | Pin1 FP peptide displacement, HiFluor488, 10 min | hit rate 0.009% among 390,000 | Peptidyl-prolyl cis-trans isomerase NIMA-interacting 1 (Homo sapiens), Q13526 | AID 504891, 2011 | Potency, µM (titrated, usually from 115 µM), without a hit: at the top dose activity, negative = inhibition, most hits filed as inhibitors; active means well fitted inhibition curve with a large enough effect in the polarisation, with a control signal flat, not every such curve was filed as active; inconclusive means small, poorly fitted or top-dose-only effect, or effect the other way, or a change in a side signal; inactive means no such curve, though single readings can be large or run the other way; the % refers to the polarisation; further: on the % scale 0 is the no-effect control and ±100 the full control effect
# Starred values were filed as active, the others as inactive; i = inactive; ? = inconclusive; / = no result given; [ ] = dose if it differs, or a comment. Unless noted, the call rests on the fitted dose curve; in most records, active means well fitted curve in the direction sought with a large enough effect; inconclusive means small, poorly fitted or top-dose-only effect, or another doubt; inactive means no such curve, though single readings can be large; an effect the other way counts as inactive or inconclusive. Potency means the concentration at half of the fitted maximal effect. Only part of the results is shown. The share of hits here may be higher or lower than overall.
HP1b chromo inh,PGK inhibitor,BAZ2B block,BLM inh,G9a block,JMJD2A Tudor inh,GLS inh,Pol iota inh,Pin1 inhibitor,Structure
7%,0%,-15%,-5%,25%,-11%,5%,-4%,4%,CC(=O)Nc1ccc(S(=O)(=O)N2CCN=C2SCc2ccccc2C)cc1
24%,-1%,10%,/,0%,-11%,-10%,-1%,14%,COc1ccc(S(=O)(=O)NCCS(=O)(=O)N2CCN(c3ccccc3)CC2)cc1
33%,7%,4%,-2%,-4%[59 µM],-7%,6%,25%,-28%,COCCCNC(=O)Cn1c(=O)n(CCCC(=O)NCc2ccc(C)cc2)c(=O)c2ccccc21
23%,-8%,-29%,-4%,21%,-21%,-12%,74%[activator],4%,COc1cc(OC)cc(C(=O)N/N=C/c2ccc(OC)c(COc3ccc(F)cc3)c2)c1
25%,-9%,-7%,-5%,21%,1%,-6%,-6%,-4%,O=C(CN1CCN(C(=O)c2ccccc2)CC1)Nc1ccc(Cl)cc1F
-10%,-5%,-39%,-5%,14µM*,-33%,2%,46%[activator],?,CCCn1c(O)c(CN2CCCC(C)C2)c(C)c(C#N)c1=O (configuration not stated)
25%,7%,-3%,-4%,/,-5%,-1%,16%,-4%,CC(=O)NC(CC(=O)Nc1nccs1)c1ccccc1 (configuration not stated)
-8%,/,6%,-9%,-4%[59 µM],-18%,22%,-9%,-5%,CN(C)CCCCNCCCNC(=O)/C=N\O
31%,6%,/,-1%,25%[59 µM],-13%,0%,23%,-12%,Cc1ccc(N(C(=O)CNC(=O)c2ccco2)C(C(=O)NCC2CCCO2)c2ccccc2)cc1 (configuration not stated)
42%[activator],8%,-4%[57.1 µM],-1%,9%,-12%,16%,11%,4%,CN1CCC(=O)N([C@H](CC#N)c2ccccc2)CC1

# The closing 3 entries of the section before come first, to join the parts:
HP1b chromo inh,PGK inhibitor,BAZ2B block,BLM inh,G9a block,JMJD2A Tudor inh,GLS inh,Pol iota inh,Pin1 inhibitor,Structure
-8%,/,6%,-9%,-4%[59 µM],-18%,22%,-9%,-5%,CN(C)CCCCNCCCNC(=O)/C=N\O
31%,6%,/,-1%,25%[59 µM],-13%,0%,23%,-12%,Cc1ccc(N(C(=O)CNC(=O)c2ccco2)C(C(=O)NCC2CCCO2)c2ccccc2)cc1 (configuration not stated)
42%[activator],8%,-4%[57.1 µM],-1%,9%,-12%,16%,11%,4%,CN1CCC(=O)N([C@H](CC#N)c2ccccc2)CC1
32%,2%,-1%,-2%,-20%[12.7 µM],3%,25%,14%,6%,Cc1cccc(N2CCN(C(=O)c3ccncc3)CC2C)c1 (configuration not stated)
25%,i,7%,-8%,-4%[12.7 µM],-4%,-11%,?,3%,Cc1ccc2cc(/C=N/NC(=O)CN3CCOCC3)c(Cl)nc2c1
12%,-8%,1%,-5%,16%[59 µM],4%,1%,-20%,1%,O=C(/C=C/c1ccc2c(c1)OCO2)Nc1nc2ccc(F)cc2s1
-23%,-3%,2%,-2%,10%,-11%,0%,12%,-6%,O=C1CCCC(=O)N1c1ccc(F)cc1
31%,0%,7%,3%,11%,-18%,-1%,-15%,0%,COCCCNC(=O)c1ccc(CS(=O)(=O)c2ccc(Br)cc2)o1
16%,-5%,/,-2%,0%[59 µM],-18%,7%,29%,-1%,CCN(Cc1ccccc1)C(=O)CN(c1ccc(OC)cc1)S(=O)(=O)c1c(C)nn(C)c1C
-5%,11%,0%,0%,11%[59 µM],?,2%,11%,-1%,COc1ccc(C(=O)/C=C2/c3ccccc3CC(C)(C)N2C)cc1OC
15%,i,4%,-3%,50%[12.7 µM],-15%,25%,4%,7%,Cc1cc(NC(=O)c2ccccc2Cl)c(C(C)C)cc1O
24%,-11%,-22%,-9%,-17%,-23%,20%,38%[activator],5%,COc1ccccc1N1CCN(C(=O)/C=C/c2c(Cl)nc3ccccn23)CC1
32%,-10%,-2%,-5%,?,-7%,-3%,-20%,-6%,CC1CC(=O)Nc2ccccc2N1C(=O)Nc1ccc(F)cc1 (configuration not stated)

# (continued)
HP1b chromo inh,PGK inhibitor,BAZ2B block,BLM inh,G9a block,JMJD2A Tudor inh,GLS inh,Pol iota inh,Pin1 inhibitor,Structure
52%[activator],-6%,-2%,-10%,-9%,-21%,3%,-12%,29%,O=C(Nc1nc2c(F)cc(F)cc2s1)C1COc2ccccc2O1 (configuration not stated)
30%,6%,?,0%,-5%,-6%,-2%,3%,6%,CCCn1c(CN2CCN(C)CC2)nc2ccccc21
19%,1%,/,-4%,-3%[59 µM],4%,-4%,15%,0%,CC(C#N)On1c(SC(C)C#N)nc2ccccc2c1=O (configuration not stated)
-14%,0%,0%,-16%,-1%[59 µM],25µM*,6%,-14%,?,CCOC(=O)C1=C(CSc2nc3c(cc2C#N)CCC3)OC(N)=C(C#N)C1c1ccccc1 (configuration not stated)
31%,-2%,-4%,-6%,4%,-15%,0%,12%,11%,COc1cccc(S(=O)(=O)Nc2ccc(C(=O)N3CCCCCC3)cc2)c1
9%,-6%,-11%,/,-6%,-19%,3%,?,-10%,Cc1ccc(S(=O)(=O)Nc2cccc(C(=O)NCC(c3ccco3)N(C)C)c2)cc1F (configuration not stated)
19%,4%,-6%,-2%,3%[12.7 µM],-10%,2%,14%,-14%,Cc1cccc(N(Cc2cc3ccccc3[nH]c2=O)C(=O)c2ccco2)c1C
25%,-1%,-1%,/,4%[59 µM],1%,-2%,32%[activator],0%,O=C1CCc2cc(S(=O)(=O)N3CCN(c4ccccc4)CC3)cc3c2N1CCC3
62%[activator],-1%,27%,-10%,2%[59 µM],24%,9%,2%,5%,Fc1ccc(CSc2nc(NCc3ccccc3)c3ccccc3n2)cc1
-4%,i,13%,2%,14%[59 µM],-8%,2%,52%[activator],2%,CCOc1ccccc1NC(=O)COC(=O)CNS(=O)(=O)c1ccc(C)cc1

# New compounds follow:
HP1b chromo inh,PGK inhibitor,BAZ2B block,BLM inh,G9a block,JMJD2A Tudor inh,GLS inh,Pol iota inh,Pin1 inhibitor,Structure
38%,i,-3%,5%,1%[59 µM],-7%,-1%,-7%,4%,COCCCNC(=O)c1ccc2c(c1)OCO2
25%,-6%,-2%,2%,?,12%,1%,28%,8%,O=C(CCNS(=O)(=O)c1cccs1)Nc1ccccc1F
37%,-6%,-5%,-4%,16%[12.7 µM],-15%,2%,7%,0%,O=C(O)C(F)(F)C(NCc1ccccc1)c1ccccc1 (configuration not stated)
39%[activator],3%,-15%,-3%,5%,0%,-1%,40%[activator],0%,Cc1cc(C)n2c(Br)c(CN3CCCC(C)C3)nc2n1 (configuration not stated)
30%,5%,-1%,-1%,6%[0.501 µM],-5%,4%,1%,8%,CC(CCc1ccccc1)NC(=O)c1ccccc1Cl (configuration not stated)
39%[activator],-9%,-13%,2%,/,-9%,2%,-15%,1%,COc1cc(C(=O)NCc2nnc(SCC(=O)NCCc3ccccc3)o2)cc(OC)c1OC
27%,4%,4%,-6%,/,6%,0%,20%,-4%,COc1ccc(S(=O)(=O)N2CCCCC2C)cc1 (configuration not stated)
51%[activator],0%,?,1%,39%[59 µM],1%,-5%,-2%,-7%,CC(=O)c1cccc(NC(=O)CCn2nc(C)c(S(=O)(=O)N3CCCCC3)c2C)c1
21%,i,-36%,-15%,-6%[59 µM],?,1%,36%,18%,Cc1ccc(C(c2cccc(Br)c2)c2c(C)[nH]c3ccccc23)s1 (configuration not stated)
23%,i,-17%,-2%,50µM*,-11%,8%,29%,-5%,O=C(COc1ccccc1)N1N=C(c2cccnc2)CC1(O)C(F)(F)F (configuration not stated)

# (next part)
HP1b chromo inh,PGK inhibitor,BAZ2B block,BLM inh,G9a block,JMJD2A Tudor inh,GLS inh,Pol iota inh,Pin1 inhibitor,Structure
20%,-4%,0%,0%,4%,-13%,4%,18%,-1%,Cc1ccc(NC(=O)C2CCCN2C(=O)NC2CCCCC2)cc1C (configuration not stated)
12%[57 µM],12%,-6%,-19%,/,-23%,-2%,8%,8%,Cc1ccc(OCc2cc(C(=O)N(C)CCc3nc4ccccc4[nH]3)no2)cc1C
78%[activator],-3%,11%,4%,82%[activator],30%,-9%,7%,9%,COc1ccc(C(=O)COC(=O)COc2ccc(C)c(C)c2)cc1
51%[activator],-2%,2%,-1%,/,-3%,-1%,14%,-9%,COc1ccccc1CN1CCNC(=O)C1CC(=O)NCCOc1cccnc1 (configuration not stated)
28%,-10%,-7%,-3%,-6%,3%,-2%,19%,4%,O=C(CC(=O)Nc1cccc(Cl)c1Cl)Nc1cccc(Cl)c1Cl
44%[activator],0%,12%,-3%,4%[2.33 µM],-6%,-7%,5%,-7%,C=CCN(CC(=O)Nc1c(C)cccc1CC)C(=O)SCCC
6%,i,-10%,-5%,-2%[59 µM],-30%,-6%,6%,0%,CSc1nn(CC(=O)Nc2cc(C)ccc2C)c(N)c1S(=O)(=O)c1ccccc1
43%[activator],-2%,-25%,1%,-3%[59 µM],-6%,7%,32%[activator],-2%,COc1cccc(CNC(=O)c2ccc(CS(=O)Cc3ccc(Cl)cc3)o2)c1 (configuration not stated)
9%,-1%,?,-8%,-8%,-18%,-10%,10%,57%[activator],COc1ccc(/C=N/OCC(=O)Nc2ccc3c(c2)OCO3)c(OC)c1
-5%,0%,?,-11%,10µM*,?,3%,6.3µM*,?,Cc1nnc(N/N=C/c2cccc(OCc3ccc(Cl)c(Cl)c3)c2)n1N
6%,5%,-11%,-3%,/,?,?,14%,3%,Cc1cc(N/N=C/c2ccco2)c2ccccc2n1
